XIAP displacement = small molecules displacing peptide from XIAP – biochemical, IAP family, fluorescence polarization (AID 1018). XIAP BIR domain, fluorescence polarization peptide displacement; higher % means a stronger effect. displacement, % at 20 µM, or IC50 in µM where a hit was titrated. hit rate 0.007% among 200,000; in the data active = displacement above about 50%; also: a part of the inactive calls stands beside numbers as strong as those of hits
PMI inhibitors = MPI enzyme activity inhibition – biochemical, fluorescence intensity, coupled assay, primary screen (AID 1209) | hit rate 0.42% among 190,000 | inhibition, % at 20 µM; hits with a dose series show IC50 in µM | purified PMI enzyme, coupled fluorescence intensity; higher % means a stronger effect;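 also: plate controls were DMSO vehicle for no effect and wells lacking substrate for full effect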
SIAH1 antagonists = Siah-1 peptide-binding antagonists, primary screen, biochemical, fluorescence polarization, rhodamine-plectin, uHTS (AID 1817); Siah-1 / rhodamine-plectin peptide fluorescence polarization; higher % means a stronger effect; displacement, % at 20 µM; hits with a dose series show IC50 in µM; hit rate 0.02% among 290,000;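 active = displacement of at least 50% at 20 µM, with a fluorescence ratio check between 0.3 and a set limit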;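 also: plate controls were Siah plus tracer with DMSO for no effect and tracer alone without Siah for full effect; strong numbers were not always called active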
K1F lysis inhibition = inhibition of K1F phage lysis, E. coli UTI89, bacterial capsule biogenesis inhibitors, alamar blue (AID 488966). one-dose inhibition, % at 100 µM; IC50 in µM for titrated hits. hit rate 0.02% among 340,000. E. coli UTI89 K1F phage lysis, alamar blue, 2 h; higher % means a stronger effect;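 active = phage lysis inhibition, versus mean bacterial control, above a set limit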;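 also: capsule biogenesis inhibitors block K1F phage lysis so surviving cells raise fluorescence; higher fluorescence means more inhibition of phage lysis; actives were called in the ten point dose series up to 300 µM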
TNAP activation fold = human TNAP enzyme activators, primary screen, biochemical, luminescent, no phosphate acceptor, uHTS (AID 1001); purified TNAP, luminescent activation assay, no phosphate acceptor; higher activation fold means a stronger effect; one-dose activation fold at 20 µM; EC50 in µM for titrated hits; hit rate 0.03% among 200,000; in the data active = activation fold from about 3, or a potency from the dose series; inactive = the rest, 99 in 100 with activation fold below about 1.6; also: many of its hits are not listed in these tables
Lipid droplet = modulators of hepatic lipid droplet formation. AML12 mouse hepatocytes, oleate lipid droplets, BODIPY imaging. inhibition, % at 6.5 µM. hit rate 0.4% among 240,000;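 active = lipid droplet intensity inhibited by at least 50%, with more than 500 cells counted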
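Material: mouse AML12 hepatocyte cell line, fixed after treatment; Timing: compound with oleate, overnight; Technique: high-content imaging of BODIPY-stained droplets and DAPI nuclei; Probe or stimulus: oleate, 100 µM final; Dosing: compound at 6.5 µM only.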
PMI inhibition = human PMI inhibitors, high substrate, primary screen, biochemical, fluorescence intensity, high mannose 6-phosphate (AID 1220) | recombinant PMI enzyme, coupled fluorescence intensity; higher % means a stronger effect | one-dose inhibition, % at 20 µM; IC50 in µM for titrated hits | hit rate 0.66% among 190,000
P. falciparum M1AAP = P. falciparum M1AAP inhibitors, biochemical, fluorogenic H-Leu-NHMec substrate, 1536-well (AID 1445) | recombinant M1AAP, H-Leu-NHMec fluorogenic kinetic assay; higher % means a stronger effect | inhibition, % at 30 µM; hits with a dose series show IC50 in µM | hit rate 0.42% among 220,000;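 active = primary inhibition above the hit cutoff, then over 50% inhibition at one or more dose response concentrations, cut at about 23% in these data, passing the limit was not always enough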;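 also: plate controls were DMSO full reaction for no effect and no enzyme background for full effect; strong numbers were not always called active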
P. falciparum M17LAP = P. falciparum M17LAP inhibitors, primary screen, biochemical, fluorogenic H-Leu-NHMec substrate, 1536-well (AID 1619). hit rate 0.38% among 220,000. recombinant M17LAP, H-Leu-NHMec fluorogenic kinetic assay; higher % means a stronger effect. inhibition, % at 30 µM; hits with a dose series show IC50 in µM;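 active = compound inhibiting the enzyme by more than half at any dose during confirmatory dose-response retesting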;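 also: plate controls were full reaction with DMSO carrier for no effect and no enzyme background for full effect; strong numbers were not always called active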
Lipid droplet cells 6.5 µM = also measured in Lipid droplet; calls as there; cell count; measured here: cell count, cytotoxicity flag;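 cells counted across two imaged fields per well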
Starred values were filed as active, the others as inactive; . = no result given; [ ] = another dose, or the depositor's remark. Rule as the data show it, unless noted: active = inhibition above about 50%; inactive = the rest. Outcome played no part in choosing rows. About 1.9% of those tested had a hit in this group.

A first look (three entries):
SMILES	XIAP displacement	PMI inhibitors	SIAH1 antagonists	K1F lysis inhibition	TNAP activation fold	Lipid droplet	Lipid droplet cells 6.5 µM	PMI inhibition	P. falciparum M1AAP	P. falciparum M17LAP
Cc1[nH]c2ccccc2c1C(=O)CSC(=S)N(C)C1CCCCC1	-2.8%	4%	0%	0.1%	1.1	-8	591	3%	12%	15%
C/C(=N\NC(=O)COc1ccc(C)cc1C(C)C)c1cc2ccccc2o1	-9.1%	7%	2%	0.2%	1.1	-6	685	0%	1%	-5%
Cc1cccc(C2c3[nH]c4ccccc4c3CCN2C(=O)c2cc3c([nH]c2=O)CCCC3)n1 (stereo not given)	-4.0%	8%	6%	-0.3%	1.1	-30	657	14%	0%	10%

The list itself, repeating the preview:
SMILES	XIAP displacement	PMI inhibitors	SIAH1 antagonists	K1F lysis inhibition	TNAP activation fold	Lipid droplet	Lipid droplet cells 6.5 µM	PMI inhibition	P. falciparum M1AAP	P. falciparum M17LAP
Cc1[nH]c2ccccc2c1C(=O)CSC(=S)N(C)C1CCCCC1	-2.8%	4%	0%	0.1%	1.1	-8	591	3%	12%	15%
C/C(=N\NC(=O)COc1ccc(C)cc1C(C)C)c1cc2ccccc2o1	-9.1%	7%	2%	0.2%	1.1	-6	685	0%	1%	-5%
Cc1cccc(C2c3[nH]c4ccccc4c3CCN2C(=O)c2cc3c([nH]c2=O)CCCC3)n1 (stereo not given)	-4.0%	8%	6%	-0.3%	1.1	-30	657	14%	0%	10%
Cc1ccsc1/C=N/NC(=O)Cn1nc(C)c([N+](=O)[O-])c1C	.	.	-2%	1.2%	.	6	711	.	4%	8%
COc1ccc(Br)cc1C1SCCN1S(C)(=O)=O (stereo not given)	-16%	1%	-2%	0.7%	1.1	-2	731	-3%	3%	-2%
CCOn1c(=O)c(-c2cc3ccccc3o2)[n+]([O-])c2ccccc21	-7.3%	21%	-1%	-0.8%	1	-5	598	17%	-2%	0%
Cc1nc(N2CCN(Cc3ccc4c(c3)OCO4)CC2)nc2c1C(=O)CC(c1ccco1)C2 (stereo not given)	3.2%	1%	1%	0.2%	1.1	.	.	12%	3%	-3%
CCN1C(=O)c2ccccc2S(=O)c2ccc(C(=O)N3CCCC3)cc21 (stereo not given)	-4.3%	12%	-2%	0.4%	1.1	1	671	7%	-5%	2%
CCOc1ccc(S(=O)(=O)N(C)C)cc1-c1nc2c(C(C)(C)C)nn(C)c2c(=O)[nH]1	-2.6%	1%	2%	-0.1%	1	15	754	1%	-2%	-12%
C=CCn1c(=O)/c(=C2/Sc3ccccc3N2CC)s/c1=C1/C(=O)NN=C1C	-4.7%	.	-2%	.	0.8	-14	575	.	6%	25%
Cc1sc2nc(CN3CCCC3)nc(Cl)c2c1C	-0.6%	-31%	-2%	1.4%	1.1	-3	578	-34%	4%	11%
O=C(Oc1cccnc1)c1ccc([N+](=O)[O-])cc1Cl	-1.8%	-15%	3%	-0.1%	1.1	4	713	-1%	5%	-5%
Cc1cccc(N(C)S(=O)(=O)c2ccc3[nH]c(=O)c(=O)[nH]c3c2)c1	-3.0%	10%	3%	8.8%	1.1	.	.	3%	5%	54%
CCOc1cccc(NC(=O)c2cccc(F)c2)c1	-13%	-2%	-2%	2.5%	1	-1	653	-2%	-1%	-11%
CC(C)CCSc1nc2c(c(=O)[nH]c(=O)n2C)n1CCc1ccccc1	-2.1%	-4%	11%	0.1%	1.6	33	703	6%	0%	5%
CCOc1ccc2nc(N/C(N)=N/C(=S)Nc3ccc(C)c(C)c3)nc(C)c2c1	-12%	1%	2%	3.2%[50 µM]	1.1	-2	662	4%	7%	-42%
CC1CCCCC1NC(=S)NC(=O)c1ccccc1Br (stereo not given)	-2.2%	7%	-5%	4.1%	0.9	11	591	1%	10%	4%
Fc1cnc(N2CCc3ccccc32)nc1N1CCc2ccccc21	-3.6%	4%	-6%	1.1%	1.1	1	757	-3%	2%	4%
CCOC(=O)C1=C(Nc2ccccc2)OCC1=O	-5.3%	16%	-1%	0.4%	1.1	5	664	13%	5%	-12%
CCOC(=O)C1=C(C)NC(SCc2cc(=O)[nH][nH]2)=C(C#N)C1c1cccs1 (stereo not given)	-1.0%	11%	-1%	4.0%	1.1	2	751	7%	1%	28%
C=CCc1cccc(C=Nc2ccc(Br)cc2)c1O	-4.2%	-13%	-1%	0.9%	1.1	19	683	-8%	2%	7%
Cc1ccc(-c2nn(-c3ccccc3)cc2C(=O)OCC(=O)Nc2ncc(Cl)cc2Cl)cc1	-10%	7%	-1%	2.5%	0.9	0	582	0%	7%	14%
CCOC(=O)C1CCCN(c2c(Nc3cc(C)cc(C)c3)c(=O)c2=O)C1 (stereo not given)	-0.6%	-7%	-3%	-0.3%	1.2	.	.	-4%	11%	-10%
COc1cccc(NC(=O)c2ccc(-c3ccc([N+](=O)[O-])cc3)o2)c1	-5.7%	.	4%	0.0%	1	11	739	.	2%	-11%
NC(=O)N\N=C/C=C/C=C/c1ccc(F)cc1	.	.	8%	-0.9%	.	-3	720	.	5%	-1%
Cc1cc(=O)n2[nH]c(NCc3c(F)cccc3Cl)nc2n1	-11%	10%	-3%	-1.1%	1.1	4	730	9%	0%	11%
Cc1nn(-c2ccccc2)c(C)c1C(=O)OCC(=O)NCc1ccco1	-3.7%	13%	0%	0.2%	1.1	2	763	6%	6%	11%
CCOC(=O)c1c(C)c(C(=O)N2CCCCCC2)c(C)n1C	-4.9%	-14%	-2%	7.5%	1	.	.	-9%	4%	4%
CCOC(=O)c1n[nH]c2ccccc12	-2.1%	2%	2%	3.7%[50 µM]	0.4	-2	749	4%	5%	-10%
COc1ccc(/C=N/n2c(C)cc(C)cc2=O)cc1	-7.3%	7%	-1%	0.4%	1	-9	650	7%	-6%	15%
CN(CCCNC(=O)C1CCC(=O)N1Cc1ccc(F)cc1)c1ccccc1 (stereo not given)	-2.1%	0%	3%	-0.9%	1.2	.	.	0%	9%	0%
CN(C(=O)Nc1ccc(C(C)(C)C)cc1)C1CCCCC1	.	.	-4%	0.4%	.	6	683	.	1%	-2%
O=C(Nc1cc(C(=O)N2CCOCC2)ccc1N1CCCC1)c1cccs1	-2.8%	-65%	-2%	0.9%	1.1	-16	684	-113%	7%	15%
CC(C)C(NC(=O)OC(C)(C)C)C(=O)N1CCCC1C(=O)NC(Cc1ccccc1)C(N)=O (stereo not given)	-1.4%	-7%	1%	0.3%	1.1	.	.	-9%	13%	17%
CN(C)C=Nc1nc2ccccc2nc1N1CCCC1	-20%	18%	3%	-1.4%	1.1	-10	635	24%	8%	2%
O=C(Nc1ccn(Cc2ccc(F)cc2)n1)c1ccncc1	-7.4%	-5%	2%	-0.5%	1.1	-4	761	1%	-1%	-4%
CCn1nc(C)c(NS(=O)(=O)c2ccc(C)cc2)c1C	-7.5%	5%	-4%	2.2%[50 µM]	1	-1	750	3%	-2%	-5%
COc1ccccc1NC(=O)c1coc(=O)c(Br)c1	.	.	7%	.	.	-8	659	.	0%	7%
CSc1ccccc1C(=O)NCC1CCCO1 (stereo not given)	-4.6%	-2%	-3%	6.6%	1	-1	787	-10%	0%	-11%
COC(=O)c1cc(OC)c(OC)cc1NC(=O)c1cccnc1	-23%	10%	2%	.	1	1	725	18%	2%	-2%
CC1CCc2ccccc2N1C(=O)c1cccs1 (stereo not given)	-2.5%	11%	5%	0.6%	1.1	14	765	5%	8%	1%
COc1cc(/C=N/O)cc(Br)c1OC	-3.4%	-2%	2%	2.3%	1	18	648	3%	10%	4%
O=C(Cc1ccc(Cl)cc1)N/N=C/c1ccncc1	-5.5%	-3%	4%	-0.2%	1	2	720	3%	0%	-9%
C=CCOc1ccccc1CNc1cccc(F)c1	-6.9%	-16%	3%	0.2%	1.2	-8	605	-10%	1%	9%
Cc1cc[n+](CC(=O)c2ccccc2)c2ccccc12	-4.0%	.	4%	0.7%	1	7	716	.	5%	-9%
Cc1ccc(S(=O)(=O)N(C)/N=C/c2ccc(C(=O)O)cc2)cc1	-1.6%	-20%	-6%	1.5%	1.2	8	746	-16%	2%	-4%
O=C(Nc1c(S(=O)(=O)c2ccc(Cl)cc2)csc1Br)c1ccccc1Cl	.	.	1%	2.9%	.	-3	712	.	6%	2%
CCOC(=O)N1CCC(NC(=O)Cn2nc(Cc3ccncc3)c3ccccc3c2=O)CC1	-4.2%	3%	0%	0.1%	1.1	.	.	-1%	2%	15%
Fc1ccc(NC(=S)Nc2cccnc2)cc1Cl	-5.4%	21%	-4%	0.1%	0.9	-6	669	46%	10%	0%
COc1ccc(C2SCC(=O)N2c2nnc(C34CC5CC(CC(C5)C3)C4)s2)cc1 (stereo not given)	-3.0%	13%	-4%	2.4%[50 µM]	1	5	663	5%	-2%	3%

Later entries:
SMILES	XIAP displacement	PMI inhibitors	SIAH1 antagonists	K1F lysis inhibition	TNAP activation fold	Lipid droplet	Lipid droplet cells 6.5 µM	PMI inhibition	P. falciparum M1AAP	P. falciparum M17LAP
Cn1c(SCc2ccccc2)nnc1C1CCCNC1 (stereo not given)	-0.5%	10%	3%	1.0%	1	-6	698	11%	-1%	9%
Oc1ccc(F)c2cccnc12	-7.7%	51%*	-2%	-2.2%	1	-3	734	7.4µM*	-2%	-5%
CCCCn1nnc(NC(=O)COc2cc(C)ccc2C(C)C)n1	-3.0%	17%	2%	0.3%	1.1	0	686	16%	7%	9%
Cc1[nH]c2ccccc2c1/C=N\NC(=O)Cn1nnc(-c2ccccc2)n1	22%	10%	8%	0.0%	1.2	0	639	-2%	5%	3%
C/C(=C\c1cccs1)C(=O)c1c(C)cc(C)[nH]c1=O	.	.	11%	0.6%[50 µM]	.	20	783	.	5%	27%
CC(C)COC(=O)Nc1ccccc1C(=O)N1CCOCC1	-3.4%	14%	-3%	1.4%	1	0	781	7%	4%	-6%
O=C(O)[C@H]1Cc2ccccc2CN1S(=O)(=O)c1ccc(F)cc1	.	.	3%	0.5%	.	2	791	.	7%	12%
CCOC(=O)C1CCN(C(=O)CN(Cc2ccc(Cl)cc2)S(C)(=O)=O)CC1	-1.1%	14%	2%	-0.1%	1.1	-29	590	9%	1%	-6%
O=C(Cn1ncc2c3ccccc3n(Cc3ccc(F)cc3)c2c1=O)N1CCN(c2ncccn2)CC1	-18%	15%	6%	1.2%	1.1	-14	761	8%	-4%	3%
COc1cc(C(=O)Nc2ccc(S(=O)(=O)Nc3ncccn3)cc2)c([N+](=O)[O-])cc1OC	-5.1%	4%	-3%	-0.4%	1.2	26	757	34%	2%	9%
COc1ccccc1OCC(=O)Nc1ccc(S(=O)(=O)NC(C)=O)cc1	-6.5%	2%	2%	1.7%[50 µM]	1.1	.	.	9%	9%	27%
OCC1(Cc2ccc(Cl)cc2)CCN(CCCc2ccccc2)CC1	-2.7%	-1%	7%	.	1.1	2	702	8%	-5%	5%
